MOR-DOR ag – OPRM1-OPRD1 heterodimerization agonism. 0.3% of 340,000 active. activation, % at 9.3 µM. P35372+P41143. AID 504326. cells, luminescence; in the data active = activation above about 18%;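 note: 0% = vehicle-treated cells and 100% = reference agonist; values of inactives mirror those of a sister screen read the other way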
Target sequence (P35372 whole entry, looked up): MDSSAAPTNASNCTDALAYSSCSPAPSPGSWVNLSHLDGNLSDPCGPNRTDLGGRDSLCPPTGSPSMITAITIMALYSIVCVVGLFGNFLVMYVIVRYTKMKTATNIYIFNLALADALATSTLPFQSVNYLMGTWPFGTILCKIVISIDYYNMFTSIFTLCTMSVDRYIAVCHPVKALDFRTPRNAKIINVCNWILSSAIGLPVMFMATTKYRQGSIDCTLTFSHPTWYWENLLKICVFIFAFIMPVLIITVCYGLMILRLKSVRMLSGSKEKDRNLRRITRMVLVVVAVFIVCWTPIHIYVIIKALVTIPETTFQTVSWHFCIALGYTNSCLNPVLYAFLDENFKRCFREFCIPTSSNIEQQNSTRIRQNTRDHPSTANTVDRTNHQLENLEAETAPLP
Target sequence (P41143 whole entry, looked up): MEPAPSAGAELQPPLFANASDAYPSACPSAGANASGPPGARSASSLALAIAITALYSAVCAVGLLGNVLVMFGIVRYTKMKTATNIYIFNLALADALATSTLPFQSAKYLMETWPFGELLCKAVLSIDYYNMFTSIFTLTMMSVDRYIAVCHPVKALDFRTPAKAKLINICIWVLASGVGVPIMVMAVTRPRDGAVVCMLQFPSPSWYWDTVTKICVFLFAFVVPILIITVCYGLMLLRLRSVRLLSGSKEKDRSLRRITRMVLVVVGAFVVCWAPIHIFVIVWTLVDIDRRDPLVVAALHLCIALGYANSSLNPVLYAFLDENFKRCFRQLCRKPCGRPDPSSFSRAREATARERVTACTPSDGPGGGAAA
Keap1-Nrf2 PPI – disrupts human Keap1 binding to Nrf2 peptide | Keap1 Kelch-Nrf2 peptide fluorescence polarization, 1536-well | inhibition, % at 9.4 µM | 0.15% of 340,000 active | AID 504523; in the data active = inhibition above about 12%; inconclusive = no clear call, values can overlap the other calls; inactive = below about 7.3%;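 note: human Keap1 Kelch domain with fluorescein labeled Nrf2 9mer peptide probe; 0% = neutral control wells and 100% = peptide positive control; higher means more block of Keap1 binding to Nrf2 peptide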
RTF Ca sens inh – cardiac RTF calcium desensitization; inhibition, % at 7.15 µM; P19429+P45379; AID 493244; 0.12% of 340,000 active; IANBD-labeled cardiac RTF, Ca2+ fluorescence;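 active = inhibition above the mean inhibition of all tested compounds plus 3 SD, cut at about 17% in these data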;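 note: assay run at fixed EC70 calcium of 1.6 mM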
C-LANA FP – KSHV C-LANA DNA binding inhibition | MBP-C-LANA/FAM-LBS DNA binding, fluorescence polarization | inhibition, % at 9 µM | 0.078% of 340,000 active;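 active = highest replicate inhibition at or above 60% at 9 µM, even if other replicates fall short; inactive = all replicates below 60% inhibition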;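 note: 0% = neutral control wells and 100% = 4 µM acridine orange control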
V-ATPase pH – yeast V-ATPase proton transport regulation by pHLuorin. 0.37% of 350,000 active. response, % at 10 µM. S. cerevisiae, pHLuorin cytosolic pH fluorescence; in the data active = response mostly above about 7.3%, no sharp cut-off; inactive = mostly below about 5.4%; note: actives read high; inactives centre near 0; some compounds called inactive have numbers as strong as hits; reference of the scale not given here
cardiac RTF act – cardiac RTF calcium sensitization | P19429+P45379 | IANBD-labeled TnC RTF fluorescence at EC20 calcium; 0% EC20 calcium, 100% full calcium | activation, % at 7.2 µM | 0.24% of 340,000 active | AID 493008;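 active = activation above the mean over all tested compounds plus 3 SD, cut at about 30% in these data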;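 note: rise in fluorescence read as greater calcium sensitivity of cardiac thin filaments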
MOR-DOR inv ag – inverse agonist of human OPRM1-OPRD1 heterodimerization; P35372+P41143; cell-based MOR-DOR heterodimer luminescence, inverse agonism; inhibition, % at 9.3 µM; 0.21% of 340,000 active; AID 504357; in the data active = inhibition above about 22%, passing the limit was not always enough;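 note: 0% = cells with DMSO and 100% = wells without cells with DMSO; values of inactives mirror those of a sister screen read the other way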
CAL-PDZ inh HTS – inhibitors of human CAL PDZ peptide binding; Q9HD26; purified CAL PDZ, TMR-peptide fluorescence polarization, 1 h; inhibition, % at 24.9 µM; 0.92% of 300,000 active; AID 602252;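 active = mean inhibition of at least 30% with at least half of replicates also reaching 30%; inconclusive = no clear call, values can overlap the other calls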;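 note: 0% = DMSO neutral control and 100% = excess unlabeled competitor peptide PRC23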
HTR5A ag ctr – HTR5A agonism, opioid heterodimer counter-screen. P47898. HTR5A agonist assay, luminescence, cell-based. activation, % at 9.3 µM. 0.61% of 340,000 active. AID 504692; in the data active = activation mostly above about 9.5%, no sharp cut-off; inactive = mostly below about 7.6%;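 note: 0% = cells with vehicle only and 100% = reference agonist; strong numbers were not always called active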
HTR5A inv ctr – counter-screen for OPRM1-OPRD1 inverse agonists: human HTR5A inverse agonism; HTR5A cell line, luminescence; inhibition, % at 9.3 µM; 0.083% of 340,000 active; P47898; in the data active = inhibition mostly above about 23%, no sharp cut-off; inactive = mostly below about 18%;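 note: 0% = cells with DMSO and 100% = no-cell wells with DMSO; some compounds called inactive have numbers as strong as hits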
The depositor's hits bear a star; ? = inconclusive; nt = not tested or not shown. Rows are unselected; 2.8% or so of the library scored in one or more.

SMILES	MOR-DOR ag	Keap1-Nrf2 PPI	RTF Ca sens inh	C-LANA FP	V-ATPase pH	cardiac RTF act	MOR-DOR inv ag	CAL-PDZ inh HTS	HTR5A ag ctr	HTR5A inv ctr
NC(=O)Nc1cc(Cl)ccc1Cl	-2.9	0	-6	0.7	3	0	14	-5	-2	4
CSCCC(NC(=O)c1cccc(C)c1)C(=O)O (configuration not stated)	0.3	2	-11	-1.2	-1	0	-1	4	-2	5
CCOc1cc(/C=N/n2c(C)nc3sc(C)c(C)c3c2=O)ccc1O	-2.4	-2	4	0.7	0	5	13	72*	-3	28
O=C(CSc1ncccn1)NN=C1CCCCCCC1	-2.7	-2	-5	3.0	3	1	13	-3	14	-34
CCOC(=O)Cn1c(=NC(=O)CSC(C)=O)sc2ccccc21	-3.7	3	-7	0.4	-2	-2	20	nt	-1	-28
Cc1ccc(C(=O)N/N=C\C=C\c2ccccc2[N+](=O)[O-])cn1	2.3	?	1	0.3	-2	-1	-15	-3	-4	12
COc1cc(NC(=O)c2cc(Cl)ccc2Cl)ccc1-c1cc2ccccc2oc1=O	0.6	-3	-1	-0.5	4	7	-3	nt	-1	-28
Cc1nn(-c2ncc(C(F)(F)F)cc2Cl)c(=O)n1-c1cccc(F)c1	-3.9	-3	3	4.0	1	-4	18	1	3	-9
CCOC(=O)COc1ccc(Br)cc1/C=C1\SC(N)=NC1=O	-1.9	-1	1	-1.4	0	1	9	-9	-1	5
Cc1cc(N2C(=O)C(O)=C(C(=O)c3ccc(C)o3)C2c2cccs2)no1 (configuration not stated)	0.5	1	-6	1.1	5	-3	-3	-2	1	-17
COc1ccccc1NS(=O)(=O)c1ccc(C(=O)N2CCCCCC2)cc1	-0.3	5	-3	-1.3	1	3	1	-4	-2	6
Cc1cc(C(=O)N2CCN(c3ccc(C(F)(F)F)cn3)CC2)c(C)o1	2.6	-1	0	-0.5	0	9	-13	24	-6	-24
COc1ccc(S(=O)(=O)N(CC(=O)NCCC(C)C)c2ccccc2)cc1OC	-4.4	-3	-22	1.6	5	10	21	-4	5	2
CCOC(=O)c1c(NC(NC(C)=O)C(Cl)(Cl)Cl)sc(C(C)=O)c1C (configuration not stated)	-0.2	3	-7	-0.8	-7	-4	1	-1	-4	8
C=CCS/C(=N\n1cnc2ccccc2c1=O)N1CCCCC1	-1.6	-6	2	-1.2	-3	-3	7	-2	10	20
CC(C)c1ccccc1NC(=S)NN(Cc1ccccc1)c1ccccc1	7.2	-5	-9	0.6	1	0	-39	-12	0	16
Cc1[nH]c2ccccc2c1C(=O)COC(=O)C1CCC1	-2.1	2	-2	-0.2	-3	-2	7	0	0	4
CC(/C=N\NC(=O)CN1CCN(Cc2ccccc2)CC1)=C\c1ccco1	-2.9	-2	1	-0.7	-3	-2	18	1	1	-4
Cc1cccc(Cn2cnc3ccccc32)c1	0.3	-7	2	1.2	1	1	-2	-4	2	17
CC(C)(C)OC(=O)N1CC=C2C(C#N)=C(N)C(C#N)(C#N)C(c3cccs3)C2C1 (configuration not stated)	-1.8	-6	-2	0.9	1	16	10	-5	-1	-15

A draw from above in order of count of non-hydrogen atoms, highest first:
SMILES	MOR-DOR ag	Keap1-Nrf2 PPI	RTF Ca sens inh	C-LANA FP	V-ATPase pH	cardiac RTF act	MOR-DOR inv ag	CAL-PDZ inh HTS	HTR5A ag ctr	HTR5A inv ctr
COc1cc(NC(=O)c2cc(Cl)ccc2Cl)ccc1-c1cc2ccccc2oc1=O	0.6	-3	-1	-0.5	4	7	-3	nt	-1	-28
COc1ccc(S(=O)(=O)N(CC(=O)NCCC(C)C)c2ccccc2)cc1OC	-4.4	-3	-22	1.6	5	10	21	-4	5	2
CC(/C=N\NC(=O)CN1CCN(Cc2ccccc2)CC1)=C\c1ccco1	-2.9	-2	1	-0.7	-3	-2	18	1	1	-4
Cc1cc(N2C(=O)C(O)=C(C(=O)c3ccc(C)o3)C2c2cccs2)no1 (configuration not stated)	0.5	1	-6	1.1	5	-3	-3	-2	1	-17
Cc1cc(C(=O)N2CCN(c3ccc(C(F)(F)F)cn3)CC2)c(C)o1	2.6	-1	0	-0.5	0	9	-13	24	-6	-24
CCOC(=O)c1c(NC(NC(C)=O)C(Cl)(Cl)Cl)sc(C(C)=O)c1C (configuration not stated)	-0.2	3	-7	-0.8	-7	-4	1	-1	-4	8
CCOC(=O)Cn1c(=NC(=O)CSC(C)=O)sc2ccccc21	-3.7	3	-7	0.4	-2	-2	20	nt	-1	-28
CCOC(=O)COc1ccc(Br)cc1/C=C1\SC(N)=NC1=O	-1.9	-1	1	-1.4	0	1	9	-9	-1	5
O=C(CSc1ncccn1)NN=C1CCCCCCC1	-2.7	-2	-5	3.0	3	1	13	-3	14	-34
CSCCC(NC(=O)c1cccc(C)c1)C(=O)O (configuration not stated)	0.3	2	-11	-1.2	-1	0	-1	4	-2	5
Cc1cccc(Cn2cnc3ccccc32)c1	0.3	-7	2	1.2	1	1	-2	-4	2	17
NC(=O)Nc1cc(Cl)ccc1Cl	-2.9	0	-6	0.7	3	0	14	-5	-2	4

(next part)
SMILES	MOR-DOR ag	Keap1-Nrf2 PPI	RTF Ca sens inh	C-LANA FP	V-ATPase pH	cardiac RTF act	MOR-DOR inv ag	CAL-PDZ inh HTS	HTR5A ag ctr	HTR5A inv ctr
COCCCN1C(=O)C(=O)/C(=C(/O)c2ccc(S(=O)(=O)N3CCOCC3)cc2)C1c1ccc(C)cc1 (configuration not stated)	-2.0	0	-4	0.6	3	-3	11	6	-2	-16
CC(C(=O)O)n1c(-c2ccn[nH]2)n[nH]c1=S (configuration not stated)	-1.6	2	-10	-0.8	6	7	8	-1	-1	-4
O=C1CSC(c2cccc(F)c2)N1c1c(F)cccc1F (configuration not stated)	-4.3	-1	-1	1.0	0	2	20	-3	-5	18
CC1CCC(NC(=O)CSc2nnc(-c3cccnc3)o2)CC1 (configuration not stated)	-5.0	0	-8	-1.1	-3	1	19	-3	4	-4
O=C(C1CCCN(Cc2ccc3c(c2)OCO3)C1)N1CCCC1 (configuration not stated)	-2.3	-6	-2	-1.0	0	-5	9	11	4	-12
CC(C)Cc1cc(C(=O)NCCCN2CCOCC2)no1	0.8	-5	-4	0.3	0	3	-4	nt	8	-20
COC(=O)CCC(=O)N(CCN(Cc1ccccc1)C(=O)CCC(=O)OC)Cc1ccccc1	0.3	-6	3	3.0	14	9	-2	0	-6	-1
O=C(CC1CCCCC1)NC1CCCC1	-1.1	-2	-1	0.0	0	-4	6	-2	0	-3
CCOc1ccc(NC(=O)c2ccc3c(c2)CCN3S(C)(=O)=O)cc1	-1.5	-5	-4	-0.7	2	1	7	-6	2	14
Cc1ccc(S(=O)(=O)NCC(=O)N2CCCC2)cc1	3.8	6	-1	-1.7	4	-2	-20	-6	-2	17
CCCCN(C(=O)C(CCSC)N1C(=O)c2ccccc2C1=O)c1c(N)n(CCC)c(=O)[nH]c1=O (configuration not stated)	-1.5	-9	-4	-3.6	-2	1	6	-9	3	-7
Cc1ccccc1N(C(=O)CNC(=O)c1ccco1)C(C(=O)NC1CCCCC1)c1cccnc1 (configuration not stated)	0.2	0	2	-0.6	-4	8	-1	-2	4	-2
Cc1ccc(C(=O)Cn2cc([N+](=O)[O-])nc2C)cc1	1.5	-5	-2	1.9	-3	12	-8	1	-4	15
CC(=O)N1CCc2cc(S(=O)(=O)NCCC(=O)NC3CCCCCC3)ccc21	-2.4	0	-4	-0.6	1	-4	13	26	0	-4
Cc1nn(C)c(C)c1CNC(=O)c1cc2n(n1)C(C(F)(F)F)CC(c1cccs1)N2 (configuration not stated)	0.5	2	-2	-2.0	3	-4	-3	-1	3	11
COc1ccc(CCNC(=O)COC(=O)Cn2cnc3ccccc32)cc1OC	0.3	3	-1	0.3	-2	6	-1	-1	-6	16
N#C/C(=C/c1ccc(N2CCCC2)c([N+](=O)[O-])c1)c1nc2ccccc2[nH]1	-0.9	-7	-12	0.8	4	3	4	-1	-3	9
O=C(COC(=O)/C=C/c1ccc(Cl)cc1)Nc1ccc2c(c1)OCCO2	-1.4	-4	5	0.9	1	-9	7	-2	0	15
COc1cccc(OCCOc2ccccc2[N+](=O)[O-])c1	-4.3	0	-3	1.6	-3	-6	22	-3	7	-18
Cc1cc(C)cc(Oc2ccc(S(=O)(=O)N3CCN(C)CC3)cn2)c1	-2.3	-2	0	-1.9	-3	4	12	-4	-2	5

Some entries already given, limited to C-LANA FP and HTR5A inv ctr:
canonical_smiles	C-LANA FP	HTR5A inv ctr
Cc1nn(C)c(C)c1CNC(=O)c1cc2n(n1)C(C(F)(F)F)CC(c1cccs1)N2 (configuration not stated)	-2.0	11
COc1ccc(CCNC(=O)COC(=O)Cn2cnc3ccccc32)cc1OC	0.3	16

Further results follow.
SMILES	MOR-DOR ag	Keap1-Nrf2 PPI	RTF Ca sens inh	C-LANA FP	V-ATPase pH	cardiac RTF act	MOR-DOR inv ag	CAL-PDZ inh HTS	HTR5A ag ctr	HTR5A inv ctr
COc1ccc(NS(=O)(=O)c2cc(OCC(N)=O)c(C)cc2Cl)cc1	-2.2	6	10	0.5	1	4	11	-2	-2	-13
Cn1cnc2cc(NCc3ccccc3O)ccc21	2.0	3	-5	1.5	0	-2	-9	0	-3	11
Cc1cc(C(F)F)n2nc(C(=O)Nc3ccc(S(=O)(=O)N4CCCC4)cc3)nc2n1	-3.6	1	4	2.1	1	-6	19	-1	0	2
CCCCCN(C(=O)CCC(=O)OCc1cccc(C)c1)c1c(N)n(CCCC)c(=O)[nH]c1=O	-0.6	-3	-3	1.7	-3	-10	4	1	2	-8
NC(=O)Nc1n[nH]c(-c2ccccc2)n1	-3.5	-7	-10	1.2	-1	-1	18	-1	4	-16
CCOc1cc(S(=O)(=O)NCC2OCCc3ccccc32)c(OCC)cc1-n1cnnn1 (configuration not stated)	-0.6	-4	0	-0.1	0	1	4	-4	1	-4
COc1ccc(/C(C)=N/NS(=O)(=O)c2cc(C)ccc2C)c(OC)c1	3.2	5	-5	-1.6	-1	-1	-17	7	13*	-38
COc1ccc(CCC(C)N2CCc3ccccc3C2)cc1 (configuration not stated)	0.7	-7	4	-1.3	1	-3	-3	-1	2	-6
COc1cccc(CN2CCN(Cc3cc4ccccc4o3)CC2CCO)c1 (configuration not stated)	-4.2	-3	0	5.6	0	-4	20	-6	-3	10
CC(=O)NCCc1nc2cc(NC(=O)c3ccccc3Cl)ccc2n1C	-1.9	0	-1	-2.3	1	-3	9	-4	0	2
CCOC(=O)CCSc1nc(C(C)(C)C)cc(C(F)(F)F)c1C#N	-1.9	2	-8	0.0	-3	5	11	-11	2	-4
O=C(NC1CCS(=O)(=O)C1)c1cccc(Cl)c1 (configuration not stated)	-1.4	-2	-3	-1.7	1	-1	9	1	1	-12

High-throughput results deposited in PubChem by several laboratories.
